phage Ecoli inh – E. coli growth loss with phage present; growth absorbance; inhibition, % at 11.9 µM; AID 651602; 0.26% of 360,000 active; in the data active means inhibition above about 11%
DAGLB inh – blocks human DAGLB lipase activity | HEK293T DAGLB membrane lysate, EnzChek fluorogenic substrate | inhibition, % at 5.17 µM | 0.059% of 340,000 active; in the data active means inhibition above about 34%;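 further: 0% = enzyme with vehicle and 100% = wells lacking enzyme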
Target sequence (Q8NCG7 whole entry, looked up): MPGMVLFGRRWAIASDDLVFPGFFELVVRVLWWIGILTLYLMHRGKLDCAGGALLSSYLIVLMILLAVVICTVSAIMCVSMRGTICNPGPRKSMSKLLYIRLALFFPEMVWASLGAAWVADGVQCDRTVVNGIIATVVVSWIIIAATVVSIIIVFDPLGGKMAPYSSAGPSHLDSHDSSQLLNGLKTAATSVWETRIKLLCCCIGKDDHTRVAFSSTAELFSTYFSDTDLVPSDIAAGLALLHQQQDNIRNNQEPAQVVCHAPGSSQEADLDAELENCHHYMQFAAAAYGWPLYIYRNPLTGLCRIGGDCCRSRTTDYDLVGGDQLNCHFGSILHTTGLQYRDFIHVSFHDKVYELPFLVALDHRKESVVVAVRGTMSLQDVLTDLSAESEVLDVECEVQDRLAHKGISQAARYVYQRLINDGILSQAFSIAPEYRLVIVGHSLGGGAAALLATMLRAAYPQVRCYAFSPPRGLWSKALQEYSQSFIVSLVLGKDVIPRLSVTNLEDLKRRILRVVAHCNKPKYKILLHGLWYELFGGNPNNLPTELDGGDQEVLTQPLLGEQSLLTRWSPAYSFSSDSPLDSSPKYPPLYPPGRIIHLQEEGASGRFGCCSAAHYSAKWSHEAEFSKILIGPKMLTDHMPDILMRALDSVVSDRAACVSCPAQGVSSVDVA
PKA-R2B activ – activates the human PKA-R2B holoenzyme complex; activation, % at 11.4 µM; PKA-R2B holoenzyme dissociation, Cy5-IP20 fluorescence polarization; R2B truncated from residue 108, S112A mutant; 0% DMSO only, 100% 113 µM cGMP; AID 504700; 0.079% of 340,000 active; P22694+P31323;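 active means activation above a cutoff set at the mean over all compounds plus 3 SD, cut at about 18% in these data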;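 further: higher means more holoenzyme dissociation and a rise in polarization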
Target sequence (P31323 whole entry, looked up, other chains not shown, the tested form may be a part): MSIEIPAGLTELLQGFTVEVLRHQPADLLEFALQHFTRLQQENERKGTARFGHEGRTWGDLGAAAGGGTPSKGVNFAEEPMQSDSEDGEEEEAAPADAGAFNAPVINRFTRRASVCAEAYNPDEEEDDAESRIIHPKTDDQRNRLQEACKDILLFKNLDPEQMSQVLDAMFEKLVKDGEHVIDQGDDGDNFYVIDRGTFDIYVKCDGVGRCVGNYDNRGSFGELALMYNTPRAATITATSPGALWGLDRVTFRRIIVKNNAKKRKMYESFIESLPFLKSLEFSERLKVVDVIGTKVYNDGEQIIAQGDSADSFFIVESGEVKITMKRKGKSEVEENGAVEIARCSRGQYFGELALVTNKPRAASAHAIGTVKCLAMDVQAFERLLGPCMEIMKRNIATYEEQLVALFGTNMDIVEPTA
PKA-R1A activ – activates the PKA-R1A holoenzyme complex. AID 504707. P00514+P68181. PKA-R1A dissociation, Cy5-IP20 fluorescence polarization; scaled: DMSO 0%, 113 µM cGMP 100%. 0.083% of 340,000 active. activation, % at 11.4 µM;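 active means percent activation above the mean of all tested compounds plus 3 SD, cut at about 19% in these data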;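 further: higher means more PKAc released from R1A so a rise in polarization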
Active calls of the source: *. Only part of the results is shown. The share of hits here may be higher or lower than overall.

entry	Structure	phage Ecoli inh	DAGLB inh	PKA-R2B activ	PKA-R1A activ
1	NNC(=O)c1nc2ccccc2s1	1.9	-4	6	-10
2	COc1ncnc2c1ncn2CCCNCCN1CCOCC1	2.6	1	4	-1
3	COc1cc(C(=O)N2CCN(c3cccc(Cl)c3)CC2)ccc1OCC(=O)N1CCOCC1	2.3	-3	-8	-8
4	Cc1cn([C@H]2C[C@H](O)[C@@H](CNCc3cnc(N4CCOCC4)nc3)O2)c(=O)[nH]c1=O	2.8	-2	-3	-3
5	CN(C1=NS(=O)(=O)c2ccccc21)c1ccc(OC(=O)c2ccccc2F)cc1	0.3	-2	6	11
6	O=C(O)C1C(c2ccccc2)=C1c1ccc(Br)cc1 (centres undefined)	1.6	0	2	12
7	CC(=O)Nc1ccc(S(=O)(=O)N(C)CC(=O)OC(C)C(=O)NC2(C#N)CCCCC2)cc1 (centres undefined)	3.8	2	-2	-2
8	CCCCCC(=O)N1C[C@H](O)[C@@H](n2cc(COC(=O)c3ccccc3)nn2)C[C@@H]1c1ccc(OC)cc1	0.9	-2	2	-10
9	Cc1ccc(NC(=O)c2nc[nH]c2C(=O)N(C)CCO)cc1	3.6	0	-5	2
10	COc1cc(-c2nnc(NC(=O)CS(=O)(=O)c3ccc(Cl)cc3)o2)cc(OC)c1OC	4.2	-2	-6	3
11	O=C1NC(Cc2ccc(O)cc2)c2nc3ccc(Br)cc3c(=O)n2-c2ncccc21 (centres undefined)	0.7	3	-8	-11
12	O=C1NC(Cc2ccccc2)c2nc3ccccc3c(=O)n2-c2ncccc21 (centres undefined)	2.8	-1	0	1
13	COc1cc(C(=O)N2CC(=O)Nc3ccccc32)cc(OC)c1OC	2.9	2	-3	9
14	Cc1sc2ncnc(SCC(=O)NC3CCS(=O)(=O)C3)c2c1C (centres undefined)	2.8	1	-9	-6
15	Cc1cccc(NC(=O)CSCC(=O)Nc2ccccc2C(=O)N2CCCCC2)c1	4.2	-1	0	1
16	C[C@H]1CCCCO[C@H](CN(C)C(=O)Nc2ccc(F)cc2)[C@@H](C)CN([C@@H](C)CO)C(=O)c2cc(NC(=O)Nc3ccc4c(c3)OCO4)ccc2O1	-1.0	-3	1	-16
17	CNC(=O)c1ccc2cc(OC)c(OC)cc2c1	3.2	-3	-5	-5
18	COc1ccc(C(CNC(=O)c2ccc(OCc3csc(C)n3)cc2)N2CCCC2)cc1 (centres undefined)	5.2	-2	4	-1
19	C[C@H](CO)N1C[C@H](C)[C@H](CN(C)S(=O)(=O)c2ccc(Cl)cc2)OCc2cnnn2CCCC1=O	5.9	0	3	-4
20	Cc1ccc2c(c1)CO[C@@]21O[C@H](CCO)C[C@H](O)[C@H]1O	3.5	-2	2	6
21	CC(=O)N1c2ccc(S(=O)(=O)NCCC(=O)Nc3ccc(Cl)cc3)cc2CC1C (centres undefined)	-1.3	2	5	8
22	Cc1ccc(-c2ccc(CN3C(C(C)C)C(=O)N(Cc4cn(CCC5OCCCO5)nn4)CCS3(=O)=O)cc2)cc1 (centres undefined)	-1.1	-3	0	-3
23	O=C1CCN(CCCN2CCC(=O)NC2=S)C(=S)N1	2.6	-6	-10	13
24	CC(c1ccon1)N(C)C(=O)c1cccc(OC2CCN(S(C)(=O)=O)CC2)c1 (centres undefined)	4.2	-6	-2	0
25	CCc1ccc([C@@H]2C[C@H]3[C@@H](CN2S(=O)(=O)c2ccc(C)cc2)C(=O)C[C@@H](c2ccc(Cl)cc2)N3S(=O)(=O)c2ccccc2C)cc1	4.9	-18	-3	4
26	Cc1ccccc1C(=O)NC1CC2CCCC(C1)N2CC(C)C (centres undefined)	0.9	1	-2	10
27	CC#CCOCC1CN(C)C(=O)O1 (centres undefined)	4.3	-2	10	18
28	CS(=O)(=O)N1CCC(C(=O)Nc2ccc(Cl)cc2Cl)CC1	2.6	1	-9	-9
29	C[C@H](CO)N1C[C@H](C)[C@H](CN(C)C(=O)Nc2ccc3c(c2)OCCO3)OCc2cnnn2CCCC1=O	2.0	-1	-5	-16
30	Cc1ccc(S(=O)(=O)N(C)CC(=O)N(C)CCOc2ccccc2)cc1	3.7	-2	-5	7
31	CCN1CCN(C(=O)c2cc(COc3ccc(F)c(F)c3)on2)[C@@H](C)C1=O	0.9	2	3	2
32	O=C(CCNC(=O)N1CC(=O)Nc2ccccc21)NCCc1ccc(Cl)cc1	6.3	1	-5	1
33	CC1CN(S(=O)(=O)c2cccc(C(=O)Nc3ccc(N4CCCCC4)cc3)c2)CC(C)O1 (centres undefined)	3.4	2	-12	-4
34	COC(=O)NC1CC2C=CC1C1C=CC21 (centres undefined)	1.5	-1	3	8
35	CC(C)(C)Cc1c(-c2ccccc2)nc2ccc(Br)cn12	1.2	-17	-10	-18
36	CCCCCCN1C[C@@H](n2cc(COC(=O)c3ccccc3)nn2)[C@H](O)C[C@@H]1c1ccc(C)cc1	4.6	-5	5	-6
37	Cc1cc(C)n2nc(C(=O)OCC(=O)NC3CCS(=O)(=O)C3)nc2n1 (centres undefined)	2.7	-2	-4	-6
38	COc1ccc(NC(=O)C[C@H]2C(=O)N(c3ccccc3)C[C@@H]2C)cc1	-0.1	3	-3	-5
39	CC(=O)C1=C(O)C2(C)c3c(O)c(C)c(O)c(C(C)=O)c3OC2CC1=O (centres undefined)	-1.4	7	8	-1
40	C[C@@H]1CN([C@@H](C)CO)S(=O)(=O)c2ccc(Br)cc2O[C@H]1CN(C)Cc1ccc(-c2ccccc2)cc1	1.7	-10	2	-5
41	Cc1ccc([C@@H]2C[C@H]3[C@@H](CN2S(=O)(=O)c2ccc(C)cc2)C(=O)C[C@@H](c2ccc(C)cc2)N3S(=O)(=O)c2ccc(Cl)cc2)cc1	0.4	-27	-2	0
42	O=C1CC2CCCC(C1)S2=O (centres undefined)	3.8	-1	10	14
43	O=C(O)c1ccc(Cl)c(NC(=O)C2CCN(S(=O)(=O)c3ccc4c(c3)OCCO4)CC2)c1	0.6	0	-3	0
44	C[C@H]1CN([C@@H](C)CO)C(=O)CCCn2cc(nn2)CO[C@@H]1CN(C)C(=O)Nc1ccc(N2CCCCC2)cc1	2.9	0	3	4
45	CC(C)(C)OC(=O)NCCCCCNC(=O)c1ncn2c1c(=O)[nH]c1ccccc12	0.9	-1	-5	2
46	O=C(NCCc1ccc(F)cc1)C1CCC(=O)N(CC2CCCCC2)C1 (centres undefined)	5.1	4	-3	-3
47	O=C1NN=C2CCCCCC12 (centres undefined)	-0.5	-3	-5	0
48	Nn1c(SCC(=O)NC2CCCCCC2)nnc1-c1ccco1	2.7	0	-1	-4
49	CCCCc1cc(=O)oc2cc(OC(C)C(=O)NCCN3CCOCC3)ccc12 (centres undefined)	3.4	-2	10	-5
50	C[C@H]1CN(c2ccc(Br)cc2)C(=O)[C@@H]1CC(=O)Nc1ccccc1	-0.2	-5	2	2
51	Cc1ccc(OCCC(=O)NNC(=O)c2ccncc2)cc1	0.9	-5	3	1
52	CCCOc1ccc(C(=O)Nc2ccc(N3CCOCC3)cc2N2CCOCC2)cc1OCC	1.6	-5	2	7
53	CC1C(=O)N(Cc2cn(CCC3OCCCO3)nn2)CCS(=O)(=O)N1Cc1ccc(-c2ccc(Cl)c(Cl)c2)cc1 (centres undefined)	-1.8	-4	6	-8
54	Cc1ccc(S(=O)(=O)N2C[C@]3(O)C[C@@H]4C(=O)N(c5ccccc5)C(=O)[C@@H]4C[C@]3(OC(=O)Nc3c(C)noc3C)C2)cc1	1.8	-1	3	-6
55	O=C(c1ccccc1)c1ccsc1C(=O)c1ccccc1	2.7	-6	4	4
56	CCN(CC)C(=O)C1=C(C)N(Cc2ccccc2)C(=O)C(CC(=O)NCC2CCCCC2)C1 (centres undefined)	2.5	-2	-3	-5
57	O=C(Nc1cccc([N+](=O)[O-])c1)c1ccc([N+](=O)[O-])o1	20*	1	4	2
58	O=C1c2cccc3c2C2(O)c4c1cccc4C(=O)c1cccc(c12)C3=O	-0.4	-4	-1	5
59	O=C(c1cccc(S(=O)(=O)N2CCOCC2)c1)N1CCN(c2ncccn2)CC1	-0.9	0	0	-8
60	Cc1cccc2c(=O)n(C(=O)c3ccccc3)c(N)nc12	-4.1	-2	1	12

Later entries.
entry	Structure	phage Ecoli inh	DAGLB inh	PKA-R2B activ	PKA-R1A activ
61	COc1ccc(CN2CCC[C@]3(N[C@H](c4ccc(C)cc4)[C@@H]4C(=O)N(Cc5ccccc5)C(=O)[C@@H]43)C2=O)cc1	1.7	-4	-7	-19
62	CCCN1CCN(C(=O)c2ccc(CS(=O)c3ccc(Br)cc3)o2)CC1 (centres undefined)	3.1	0	6	2
63	CC(=O)Nc1ccc(NC(=O)c2ccc(S(=O)(=O)N3CCCCCC3)cc2)cc1	1.6	-1	0	9
64	O=c1c2ccccc2sn1-c1ccc(Cl)cc1	-1.2	2	-5	4
65	COc1ccc(NC(=O)N(C)C[C@H]2OCc3cn(nn3)CCCC(=O)N([C@@H](C)CO)C[C@@H]2C)cc1	2.0	-2	-2	-7
66	CNC(=O)C[C@H]1C(=O)N(CCc2ccccc2)C[C@@H]1c1ccc(OC)cc1	3.1	-1	0	-4
67	COc1ccc(CC(=O)NCc2ccccc2F)cc1S(=O)(=O)N1CCOCC1	2.5	-1	15	10
68	O[C@@H]1CN(CC2CCCCC2)[C@@H](c2ccc(Cl)cc2)C[C@H]1n1cc(-c2ccc(F)cc2)nn1	2.3	-2	4	7
69	CCOc1ccc(NC(=O)CSc2nc3ccsc3c(=O)n2CCCCC(=O)O)cc1	3.1	-1	-10	1
70	O=[N+]([O-])c1ccc(C=NN2CCOCC2)s1	0.5	4	0	-9
71	Cc1ccccc1S(=O)Cc1ccc(C(=O)N2CCN(C3CCCCC3)CC2)o1 (centres undefined)	2.7	-2	-5	0
72	Cc1ccc(-c2cc(C(=O)NCC3(N(C)C)CCCCC3)c3ccccc3n2)o1	2.4	-2	-9	-15
73	CCCN(C)C[C@@H]1OCc2cnnn2CCCC(=O)N([C@H](C)CO)C[C@H]1C	1.7	0	7	-14
74	COc1ccc(C(C)=O)cc1OCc1ccccc1	2.6	0	9	-7
75	COc1ccc(NC(=O)CSc2nnc3n2CCCCC3)cc1S(=O)(=O)N(C)C	3.5	-1	-7	-17
76	O[C@H]1C[C@H](c2ccc(Cl)cc2)N(CC2CCCCC2)C[C@@H]1n1cc(-c2ccc(F)cc2)nn1	2.1	-4	-12	-8
77	O=C(c1cc(COc2cccc(C(F)(F)F)c2)on1)N1CCCC1	3.4	-2	2	3
78	O=C(COC(=O)CNC(=O)c1ccccc1)NC12CC3CC(CC(C3)C1)C2	-0.8	-3	-3	-8
79	Cc1cc(C)cc(NC(=O)COC(=O)C2CC3C=CC2C3)c1 (centres undefined)	0.3	-3	8	1
80	Cc1sc2ncnc(N3CCC(C(=O)N(C)CC(=O)Nc4cccc(F)c4)CC3)c2c1C	0.1	1	-3	2
81	Cc1ccc(S(=O)(=O)N(C)C[C@H]2Oc3ncc(-c4ccccc4)cc3C(=O)N([C@@H](C)CO)C[C@@H]2C)cc1	3.3	0	0	-3
82	CCOc1cc2[nH]c(=S)n(CCC(=O)NC3CCCCC3)c(=O)c2cc1OCC	3.8	-3	3	8
83	C[C@@H]1CNC(=O)c2c(C(=O)N[C@@H](Cc3c[nH]c4ccccc34)C(=O)OC(C)(C)C)ncn21	1.7	-1	-3	3
84	COc1ccc(CCC(=O)O)c(C(CC(=O)O)C(=O)O)c1OS(=O)(=O)c1ccc(C)cc1 (centres undefined)	2.9	-3	1	8
85	CC(=O)Nc1ccc(NC(=O)CSc2nc(=O)n(CCCN3CCOCC3)c3c2CCC3)cc1	6.8	1	5	10
86	C[C@H](O)[C@@H]1C(=O)N2CCc3c([nH]c4ccccc34)[C@@H]2C[C@@H]1N(C)C(=O)NC1CCCCC1	2.8	0	-15	-17
87	O=S(=O)(N=C1C=CC(=NS(=O)(=O)c2ccccc2)c2ccccc21)c1ccccc1	0.2	6	1	3
88	C[C@@H]1CN([C@@H](C)CO)C(=O)CCCn2nncc2CO[C@H]1CN(C)C(=O)Nc1cccc(Oc2ccccn2)c1	2.6	-2	7	-2
89	COc1cccc(/C=C/C(=O)OCC(=O)N2c3ccccc3CC2C)c1 (centres undefined)	3.8	-11	8	4

Compound profiles, from the list above. Order of screens: phage Ecoli inh, DAGLB inh, PKA-R2B activ, PKA-R1A activ
Record of `CC(=O)Nc1ccc(NC(=O)CSc2nc(=O)n(CCCN3CCOCC3)c3c2CCC3)cc1` : 6.8, 1, 5, 10
Record of `Cc1cc(C)cc(NC(=O)COC(=O)C2CC3C=CC2C3)c1` (centres undefined) : 0.3, -3, 8, 1
Record of `C[C@H](O)[C@@H]1C(=O)N2CCc3c([nH]c4ccccc34)[C@@H]2C[C@@H]1N(C)C(=O)NC1CCCCC1` : 2.8, 0, -15, -17
Record of `COc1ccc(CCC(=O)O)c(C(CC(=O)O)C(=O)O)c1OS(=O)(=O)c1ccc(C)cc1` (centres undefined) : 2.9, -3, 1, 8
Record of `O=S(=O)(N=C1C=CC(=NS(=O)(=O)c2ccccc2)c2ccccc21)c1ccccc1` : 0.2, 6, 1, 3

In a second layout: entries from further up.
#79 Cc1cc(C)cc(NC(=O)COC(=O)C2CC3C=CC2C3)c1 (centres undefined)
#80 Cc1sc2ncnc(N3CCC(C(=O)N(C)CC(=O)Nc4cccc(F)c4)CC3)c2c1C

entry no. | 79 | 80
phage Ecoli inh | 0.3 | 0.1
DAGLB inh | -3 | 1
PKA-R2B activ | 8 | -3
PKA-R1A activ | 1 | 2

Bioassay records (PubChem)
